Screening data as filed in PubChem BioAssay.
dFosB act: mouse delta FosB homodimer activation; purified delta FosB, TAMRA-CDK5 oligo fluorescence polarization; percent of positive-control signal above neutral wells; 340,000 tested, 0.99% active; P13346; activation, % at 25 µM;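 active = mean activation above about 17%, with every replicate also reaching it, limit read from the data, passing the limit was not always enough; inconclusive = only one of the two conditions met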;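 note: fluorescence polarization rise as delta FosB binds a TAMRA Cdk5 AP-1 oligo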
Target sequence (P13346 whole entry, looked up): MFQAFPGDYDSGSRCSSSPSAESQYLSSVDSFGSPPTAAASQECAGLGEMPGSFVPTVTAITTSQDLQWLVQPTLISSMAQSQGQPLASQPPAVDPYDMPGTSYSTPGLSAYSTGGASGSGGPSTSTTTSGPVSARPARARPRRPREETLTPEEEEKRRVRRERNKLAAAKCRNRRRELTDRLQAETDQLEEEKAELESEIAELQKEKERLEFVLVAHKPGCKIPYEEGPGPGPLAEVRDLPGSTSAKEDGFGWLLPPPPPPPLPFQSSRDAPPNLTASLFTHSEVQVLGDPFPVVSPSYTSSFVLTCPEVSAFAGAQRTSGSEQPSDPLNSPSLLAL
Wnt bcat act: activates Wnt/beta-catenin signaling in a reporter cell assay; activator, plate reader; activation, % at 9.35 µM; 300,000 tested, 1.2% active; AID 743398; in the data active = activation above about 30%, passing the limit was not always enough; inconclusive = no clear call, values can overlap the other calls;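 note: 0% = neutral control wells and 100% = positive control wells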
HTR5A ag ctr: activates human HTR5A in OPRM1-OPRD1 agonist counter-screen | P47898 | AID 504692 | activation, % at 9.3 µM | 340,000 tested, 0.61% active | HTR5A agonist assay, luminescence, cell-based; in the data active = activation mostly above about 9.5%, no sharp cut-off; inactive = mostly below about 7.6%;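 note: 0% = cells with vehicle only and 100% = reference agonist; strong numbers were not always called active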
Target sequence (P47898 whole entry, looked up): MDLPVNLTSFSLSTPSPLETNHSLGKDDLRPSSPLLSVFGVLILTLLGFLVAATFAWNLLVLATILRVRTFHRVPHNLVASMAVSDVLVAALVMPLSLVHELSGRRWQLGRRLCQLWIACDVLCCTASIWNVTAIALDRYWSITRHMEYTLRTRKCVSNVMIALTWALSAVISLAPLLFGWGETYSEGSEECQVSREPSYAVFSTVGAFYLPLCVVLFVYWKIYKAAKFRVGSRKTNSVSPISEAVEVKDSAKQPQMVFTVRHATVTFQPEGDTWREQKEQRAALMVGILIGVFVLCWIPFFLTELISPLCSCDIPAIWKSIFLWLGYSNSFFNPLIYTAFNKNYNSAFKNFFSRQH
SR-BI HDL uptake: blocks mouse SR-BI lipid uptake from DiI-HDL. 320,000 tested, 0.96% active. ldlA[mSR-BI] CHO cells, DiI-HDL uptake fluorescence, 3 h. inhibition, % at 12.5 µM;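 active = mean replicate inhibition of at least 70% and a set share of replicates each scoring 70 or more; inconclusive = meets just one of the two criteria; inactive = fails both criteria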;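 note: 0% = median of neutral control wells and 100% = median of positive control wells; values of inactives mirror those of a sister screen read the other way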
CDK5 inh: CDK5/p35 (human) kinase inhibition. inhibition, % at 10 µM. Recombinant CDK5/p35, ADP-Glo luminescence, 60 min. 330,000 tested, 0.01% active;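 active = highest replicate inhibition of at least 50% and at least 75% of replicates reaching 50%; inconclusive = only one of the two criteria met; inactive = both criteria failed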;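 note: plate controls were DMSO neutral control for no effect and GW8510 at 10 µM for full effect; many of its hits are not listed in these tables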
Rtt109 Vps75: blocks Candida albicans Rtt109/Vps75 acetyltransferase activity; inhibition, % at 34.9 µM; purified Rtt109/Vps75, ThioGlo CoA-SH fluorescence, 4 h; 330,000 tested, 0.16% active;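 active = inhibition of at least 50% in every replicate; inconclusive = best replicate reaches 50% inhibition but some replicates fall short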
RTF Ca sens act: cardiac RTF calcium sensitization | AID 493008 | 340,000 tested, 0.24% active | P19429+P45379 | activation, % at 7.2 µM | IANBD-labeled TnC RTF fluorescence at EC20 calcium; 0% EC20 calcium, 100% full calcium;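 active = activation above the mean over all tested compounds plus 3 SD, cut at about 30% in these data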;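 note: rise in fluorescence read as greater calcium sensitivity of cardiac thin filaments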
SR-BI DiI-HDL act: activators of SR-BI mediated HDL lipid uptake | CHO ldlA[mSR-BI] cells, DiI-HDL uptake fluorescence, 3 h; 100 = double the neutral-control signal | activation, % at 12.5 µM | 320,000 tested, 0.096% active | AID 504775;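 active = mean replicate activation of at least 60% and every replicate at or above 60%; inconclusive = mean or all-replicate condition met, but not both; inactive = mean below 60% and not all replicates reaching 60%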;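 note: 0% = median plate neutral-control signal and 100% = twice that signal; values of inactives mirror those of a sister screen read the other way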
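Test system: SR-BI-overexpressing, LDLR-lacking CHO cells; Medium: Ham's F12 with 0.5% BSA, HEPES 25 mM, pH 7.4; Schedule: 3 h, 37 °C; Technique: bottom-read fluorescence, 550/595 nm.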
MITF TRPM1 HTS: MITF TRPM1 promoter activation in melanoma cells; SK-MEL-5 TRPM1-promoter luciferase, 24 h; % of positive control, neutral wells = 0; 300,000 tested, 0.75% active; activation, % at 12.5 µM; AID 588334;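 active = mean activation of at least 80% with every replicate also reaching 80%; inconclusive = mean reaches 80% but some replicate falls short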;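 note: 0% = neutral control wells and 100% = parthenolide positive control wells; values of inactives mirror those of a sister screen read the other way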
PvdQ inh: blocks Pseudomonas aeruginosa PvdQ acylase activity; 340,000 tested, 0.063% active; AID 488965; purified PvdQ acylase, fluorescence plate reader; inhibition, % at 10 µM; in the data active = inhibition above about 30%, passing the limit was not always enough; inconclusive = no clear call, values can overlap the other calls;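 note: 0% = vehicle neutral wells and 100% = reference inhibitor wells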
Active calls of the source: *; ? = inconclusive; · = not tested or not shown. Hits appear at their usual frequency; about 4.4% have a hit in one of these screens.

No. | structure | dFosB act | Wnt bcat act | HTR5A ag ctr | SR-BI HDL uptake | CDK5 inh | Rtt109 Vps75 | RTF Ca sens act | SR-BI DiI-HDL act | MITF TRPM1 HTS | PvdQ inh
1 | CCn1c(COc2cccc(C)c2C)nnc1SCC(=O)Nc1cc(C)on1 | ? | -2 | · | -16 | -0.1 | 0 | · | 16 | -11 | 0
2 | Cc1c(Cl)cccc1NS(=O)(=O)c1cn(C)c(=O)n(C)c1=O | -1 | -1 | 0 | -21 | -2.7 | 13 | 4 | 21 | · | -14
3 | Cc1ccc(C(=O)CC(=O)c2ccc(C)cc2O)cc1 | -11 | 7 | 1 | -16 | -1.9 | 7 | 0 | 16 | 13 | -11
4 | Cc1ccc(S(=O)(=O)N[C@H](C(=O)N2CCC(C(=O)NCC(=O)O)CC2)C(C)C)cc1 | -1 | · | 8 | -16 | 0.2 | 3 | 0 | 16 | -4 | 12
5 | CCOc1ccc(Cn2c(SCCCCC#N)nc3c2c(=O)n(C)c(=O)n3C)cc1OCC | -5 | -1 | 3 | -8 | 0.6 | 3 | -10 | 8 | -2 | -2
6 | O=C(NC1CCCc2ccccc21)c1ccccc1OC(F)F (stereo unspecified) | -1 | -3 | 4 | 19 | 0.5 | 0 | 4 | -19 | -3 | -13
7 | COCCNC(=O)c1noc2c1CCc1cc(OC)ccc1-2 | -7 | · | -1 | -8 | 0.6 | -7 | -3 | 8 | 77 | -5
8 | COCCn1c(SCC(=O)Nc2ccc(Cl)c(S(=O)(=O)N(C)C)c2)nc2ccccc21 | -6 | -3 | 9 | 30 | 0.5 | 9 | 0 | -30 | -5 | -2
9 | c1ccc(-c2nnc3ccc(N4CCCC4)nn23)cc1 | -33 | 2 | 0 | 3 | 0.0 | -1 | 2 | -3 | 2 | 13
10 | CCN1CCCC1CNC(=O)c1ccc2c(c1)NC(=O)/C(=C\c1ccc(C)cc1)S2 (stereo unspecified) | 39* | -4 | 1 | 25 | 1.0 | 2 | 1 | -25 | -81 | -10
11 | COC(CNC(=O)CCCn1nnnc1CN1CCOCC1)c1cccs1 (stereo unspecified) | 5 | -2 | 0 | -18 | -0.3 | -2 | 0 | 18 | 0 | -24
12 | C=CCOc1nc2c(c(=O)n(C)c(=O)n2C)n1Cc1c(Cl)cccc1Cl | 0 | · | -9 | -15 | 2.2 | -6 | -4 | 15 | 4 | -13
13 | CN1CCN(C(=S)c2cn(CCOc3ccccc3)c3ccccc23)CC1 | -9 | -2 | 1 | -5 | -0.8 | 4 | -1 | 5 | 12 | -7
14 | O=C(NCCc1c[nH]c2ccccc12)c1ccc(Cl)cc1 | 0 | 18 | 0 | 7 | -5.1 | -2 | -5 | -7 | · | -19
15 | COc1ccc([N+](=O)[O-])cc1NC(=O)CSc1nccc(C)n1 | -6 | -6 | -2 | 19 | 0.5 | -4 | 6 | -19 | 0 | -17
16 | C/C=C/c1ccc(Oc2nnnn2-c2ccc(C(=O)O)cc2)c(OC)c1 | -1 | · | 0 | -37 | -5.0 | -15 | -2 | 37 | 3 | -11
17 | Cc1ccc(C(=O)OCC(=O)NNC(=O)c2cccs2)c(O)c1 | -5 | -4 | 0 | -18 | -1.2 | -7 | -1 | 18 | 5 | 8
18 | CC12CN3CCN(CC(C3)C1(O)CN1CCOCC1)C2 (stereo unspecified) | -2 | · | 1 | -4 | 0.0 | -12 | -7 | 4 | -4 | 6
19 | Oc1ccccc1C1N=C(c2ccccc2)NC(c2ccccc2)=N1 | -7 | 2 | 3 | -9 | 1.0 | -1 | 0 | 9 | -6 | -7
20 | CC1CN(Cc2ccco2)C(=S)N(c2ccccc2)C1=O (stereo unspecified) | 1 | -2 | 4 | -33 | 0.4 | 4 | -3 | 33 | 2 | 9
21 | CCOC(=O)c1ccc(Oc2nc(N(C)C)nc(N(C)C)n2)cc1 | -5 | 1 | -2 | 37 | 0.7 | -2 | -4 | -37 | 0 | -4
22 | CC1(C)CC(Nc2ccc(Nc3ccccc3)cc2)CC(C)(C)N1 | -10 | 1 | 5 | 12 | 4.1 | -10 | -1 | -12 | -1 | -4
23 | Cn1c(CN2CCOCC2)nnc1SCC(=O)Nc1cc(Cl)ccc1Cl | -11 | -1 | -4 | -15 | 0.0 | 1 | 1 | 15 | 13 | -6
24 | CN(CCCC(=O)Nc1ccc(OC(F)F)cc1)S(=O)(=O)c1ccc(F)cc1 | -6 | -4 | 4 | -5 | 2.4 | -8 | 1 | 5 | -5 | -13
25 | O=C(NN=CC=Cc1ccccc1)C(O)C(O)C(=O)NN=CC=Cc1ccccc1 (stereo unspecified) | 2 | -3 | -1 | 4 | 1.5 | 8 | -4 | -4 | 5 | 5
26 | C[C@H]1CN=C(Nc2ccccc2)N1CCC1CCCC1 | -1 | -4 | 16 | -15 | -1.8 | -2 | -2 | 15 | 1 | -7
27 | CCc1noc(C)c1C(=O)N1CCCC(C(=O)c2cc(F)ccc2OC)C1 (stereo unspecified) | 0 | 2 | -2 | · | -0.3 | 6 | -1 | · | 3 | 1
28 | COc1ccc(C2=NS(=O)(=O)N(C)C(C(=O)NCc3ccccn3)=C2)cc1OC | -10 | -1 | -2 | -4 | -1.7 | -21 | 4 | 4 | -10 | -4
29 | COCCC1CCCCN1C(=O)c1cc(COc2ccc(-n3cncn3)cc2)on1 (stereo unspecified) | -6 | -4 | -1 | 22 | -0.8 | -13 | -8 | -22 | -20 | -4
30 | Cc1ccc(S(=O)(=O)NC(=NC(Cc2ccccc2)C(=O)O)c2ccccc2)cc1 (stereo unspecified) | -1 | 0 | 2 | · | -4.7 | -1 | 2 | · | -8 | -12

The closing five compounds of the part above lead into the next:
Every second line gives: dFosB act | Wnt bcat act | HTR5A ag ctr | SR-BI HDL uptake | CDK5 inh | Rtt109 Vps75 | RTF Ca sens act | SR-BI DiI-HDL act | MITF TRPM1 HTS | PvdQ inh
(26) C[C@H]1CN=C(Nc2ccccc2)N1CCC1CCCC1
  -1 | -4 | 16 | -15 | -1.8 | -2 | -2 | 15 | 1 | -7
(27) CCc1noc(C)c1C(=O)N1CCCC(C(=O)c2cc(F)ccc2OC)C1 (stereo unspecified)
  0 | 2 | -2 | · | -0.3 | 6 | -1 | · | 3 | 1
(28) COc1ccc(C2=NS(=O)(=O)N(C)C(C(=O)NCc3ccccn3)=C2)cc1OC
  -10 | -1 | -2 | -4 | -1.7 | -21 | 4 | 4 | -10 | -4
(29) COCCC1CCCCN1C(=O)c1cc(COc2ccc(-n3cncn3)cc2)on1 (stereo unspecified)
  -6 | -4 | -1 | 22 | -0.8 | -13 | -8 | -22 | -20 | -4
(30) Cc1ccc(S(=O)(=O)NC(=NC(Cc2ccccc2)C(=O)O)c2ccccc2)cc1 (stereo unspecified)
  -1 | 0 | 2 | · | -4.7 | -1 | 2 | · | -8 | -12
(31) O=C(OCN1C(=O)C(=O)c2ccccc21)c1ccc(Cl)cc1
  -5 | -1 | -2 | -7 | -0.3 | -3 | -2 | 7 | -14 | -11
(32) O=C(COc1ccccc1)Nc1nc2cc3c(cc2s1)OCO3
  28* | 3 | 0 | -24 | 1.5 | -2 | 1 | 24 | 20 | -5
(33) Cc1cc(C)n(-c2nc(O)cc(=O)[nH]2)n1
  2 | -3 | -3 | -3 | -0.7 | -9 | -2 | 3 | · | -16
(34) O=C(Nc1cccc(C(F)(F)F)c1)c1cccc(NS(=O)(=O)c2ccc(O)c(C(=O)O)c2)c1
  1 | 2 | 3 | 5 | -0.2 | 7 | -5 | -5 | · | 2
(35) Cc1cc(C(=O)CSc2nnc(-c3cccnc3)n2-c2ccccc2F)c(C)n1CC1CCCO1 (stereo unspecified)
  -5 | · | 4 | -5 | -0.1 | 10 | 2 | 5 | 4 | -10
(36) COc1ccc2ccc(OCC(=O)NCC3CCCO3)cc2c1 (stereo unspecified)
  -3 | 7 | 4 | 0 | -1.7 | -1 | 2 | 0 | -2 | 1
(37) C#CCNc1nc(C(C)C)nc2c1nnn2Cc1ccccc1F
  -5 | -3 | 4 | 9 | -0.4 | -1 | -6 | -9 | 3 | -16
(38) O=C(O)/C=C/c1ccc2c(-c3ccccc3)onc2c1
  -15 | · | -1 | -27 | 4.8 | -10 | 0 | 27 | 5 | -4
(39) O=C(Nc1nnc(CSCc2ccccc2F)s1)c1cccc([N+](=O)[O-])c1
  -8 | 4 | 0 | 30 | 1.0 | -4 | 6 | -30 | -10 | -1
(40) O=C1CCC(=O)N1CC(=O)N1CCCc2ccccc21
  -7 | -1 | 2 | -13 | -0.4 | -3 | 0 | 13 | -14 | -1
(41) O=C(O)c1[nH]c2ccccc2c1C(c1c(F)cccc1Cl)c1c(C(=O)O)[nH]c2ccccc12
  -7 | -1 | -2 | -29 | -4.0 | -1 | 0 | 29 | · | -17
(42) N#C/C(=C\c1ccc(O)cc1)C(=O)NCc1ccccc1
  4 | 3 | 5 | -23 | -0.4 | 11 | 1 | 23 | 16 | 14
(43) CC(=O)c1ccc(NC(=O)COC(=O)C2CC3C=CC2C3)cc1 (stereo unspecified)
  2 | 43* | 0 | -8 | -1.7 | 4 | -5 | 8 | 56 | 8
(44) O=C(/C(C=Nc1ccc(F)cc1)=C(/O)c1ccco1)C(F)(F)F
  -3 | ? | 4 | -28 | 2.9 | 0 | 5 | 28 | 56 | 0
(45) CCn1ccc(C(=O)NCCCN2CCCC2=O)n1
  0 | 3 | 0 | -34 | 1.7 | 0 | -4 | 34 | 7 | -3
(46) Cc1cc(-c2ccc(C)c(S(=O)(=O)NC(C)Cc3ccco3)c2)on1 (stereo unspecified)
  -15 | 1 | 12* | 30 | -4.7 | 21 | 0 | -30 | -6 | -8
(47) O=C(COC(=O)c1cnccn1)c1ccc2c(c1)CCCC2
  -1 | -2 | 5 | -5 | -1.9 | -3 | 0 | 5 | -1 | -8
(48) Cc1cc2occ(CC(=O)N(CC(C)C)c3c(N)n(Cc4ccccc4)c(=O)[nH]c3=O)c2cc1C
  -13 | -1 | 5 | 25 | 1.2 | 13 | -8 | -25 | -6 | -1
